GPR35 antagonists: GPR35 antagonists blocking zaprinast-driven arrestin recruitment, primary screen, imaging, U2OS, beta-arrestin-GFP, zaprinast agonist (AID 2058); G-protein coupled receptor 35 (Homo sapiens); U2OS GPR35 beta-arrestin-GFP translocation imaging, zaprinast antagonism; higher % means a stronger effect; inhibition, % at 10 µM; hits with a dose series show IC50 in µM; hit rate 0.052% among 290,000;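 active means inhibition of at least 50% with at least 30 cells and total cytoplasm GFP at most 10,000,000; inconclusive means under 30 cells or total GFP of 10,000,000 plus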
GPR55 beta-arrestin: GPR55 agonists via beta-arrestin recruitment, primary screen, imaging, U2OS cells, beta-arrestin-GFP redistribution (AID 1961); G-protein coupled receptor 55 (Homo sapiens); U2OS GPR55 beta-arrestin-GFP redistribution imaging; higher % means a stronger effect; one-dose activation, % at 10 µM; EC50 in µM for titrated hits; hit rate 0.048% among 290,000;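 active means activation above 40% with more than 50 cells counted in the well; inconclusive means wells holding fewer than 50 cells, flagged as toxic or sparse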;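 further: U2OS osteosarcoma cells stably expressing GPR55 and beta-arrestin-GFP; plate controls were DMSO negative control for no effect and LPI positive control for full effect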
NTR1 agonist: agonists of NTR1, primary screen, imaging, U2OS cells, beta-arrestin-GFP, high content (AID 493036); activation, % at 20 µM; hit rate 0.17% among 330,000; NTR1-U2OS beta-arrestin-GFP spot imaging, agonist mode; Neurotensin receptor type 1 (Homo sapiens), P30989;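 active means activation at or above 40% of the spot to cytoplasm intensity ratio, with at least 20 cells analyzed; inconclusive means wells under 20 cells, flagged as cytotoxic or low count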;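 further: 0% = DMSO without peptide and 100% = 100 nM NTR1 peptide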
Target sequence (P30989 whole entry, looked up): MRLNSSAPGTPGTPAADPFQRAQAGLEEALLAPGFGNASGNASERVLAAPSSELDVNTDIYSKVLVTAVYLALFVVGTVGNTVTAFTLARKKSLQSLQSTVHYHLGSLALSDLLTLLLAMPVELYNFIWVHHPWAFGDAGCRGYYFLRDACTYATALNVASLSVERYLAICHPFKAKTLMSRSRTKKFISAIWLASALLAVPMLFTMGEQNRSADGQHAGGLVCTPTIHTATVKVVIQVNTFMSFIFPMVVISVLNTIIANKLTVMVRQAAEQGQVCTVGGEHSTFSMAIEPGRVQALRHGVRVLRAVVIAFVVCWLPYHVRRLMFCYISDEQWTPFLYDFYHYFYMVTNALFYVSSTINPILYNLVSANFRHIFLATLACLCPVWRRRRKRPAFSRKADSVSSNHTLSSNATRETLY
MgcRacGAP inhibition: MgcRacGAP GTPase-activating activity inhibitors, confirmation, biochemical, ADP Hunter fluorescence; MgcRacGAP-stimulated Rac1 GTP hydrolysis, ADP Hunter fluorescence; higher % means a stronger effect; GST-tagged Rac1 F28L mutant substrate; hit rate 0.6% among 340,000; inhibition, % at 30 µM; hits with a dose series show IC50 in µM; Rac GTPase-activating protein 1 (Homo sapiens);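 active means first-screen hits whose inhibition reached a set limit at any dose in the follow-up dose series; inconclusive means inhibition above the set first-screen limit but never retested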;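 further: fluorescence reports GDP produced by GAP-driven GTP hydrolysis; strong numbers were not always called active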
Large T inhibition: SV40 large T antigen inhibitors, biochemical (AID 1903); hit rate 0.39% among 310,000; SV40 large T antigen ATPase/helicase inhibition assay; higher % means a stronger effect; one-dose inhibition, % at 20 µM; IC50 in µM for titrated hits; in the data active means a potency from the dose series; inconclusive means inhibition mostly from about 32% at the one dose, without a potency; inactive means the rest, 99 in 100 with inhibition below about 32%; further: strong numbers were not always called active
T cell modulator: modulators of CD8 T cell-vesicle binding, primary screen, mouse 2C CD8+ T cells, flow cytometry. 2C CD8+ T cell-vesicle binding; hits give low values. calls only at 7 µM. hit rate 0.068% among 330,000. AID 2052, 2009;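 active means response, share of CD8 T cells binding vesicles, and their 90th percentile fluorescence all below set limits, cut at about 80% in these data, passing the limit was not always enough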
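Benchmarks: naked versus QL9-loaded vesicles / Assay system: purified 2C TCR transgenic mouse naive CD8+ T cells / Technique: high-throughput flow cytometry with anti-B7-1 and anti-CD8 staining / Timing: Cell–vesicle co-incubation 1.5 h at 37 °C, staining 20 min on ice / Read-out: percent CD8+ FL2 mean versus row control / Probe or stimulus: QL9-loaded Drosophila micro-vesicles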
GPR55 antagonists: GPR55 antagonists blocking LPI-driven arrestin recruitment, primary screen, imaging, U2OS, beta-arrestin-GFP, LPI agonist (AID 2013). G-protein coupled receptor 55 (Homo sapiens). U2OS GPR55 beta-arrestin-GFP translocation imaging, LPI antagonism; higher % means a stronger effect. inhibition, % at 10 µM, or IC50 in µM where a hit was titrated. hit rate 0.13% among 290,000;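 active means spots per cell inhibited over 60%, with over 100 cells counted and total cytoplasm intensity under 500,000; inconclusive means wells with under 100 cells, flagged as likely toxic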;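 further: U2OS cells stably carrying GPR55 and arrestin-GFP stimulated by 5 µM LPI near EC80; imaged beta-arrestin-GFP aggregate spots per cell after agonist stimulation; plate controls were LPI-stimulated DMSO wells for no effect and DMSO wells without LPI for full effect; some results filed as inactive read as strong as hits; confirmed hits need IC50 under 10 µM and bright autofluorescent wells are also inconclusive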
LYP inhibition: inhibitors of LYP phosphatase, biochemical, fluorescence intensity, uHTS (AID 1779); inhibition, % at 11.5 µM, or IC50 in µM where a hit was titrated; hit rate 0.054% among 290,000; recombinant LYP phosphatase, fluorescence intensity; higher % means a stronger effect; in the data active means inhibition above about 50%;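 further: plate controls were vehicle with enzyme for no effect and no enzyme for full effect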
Hep lipid drop: inhibitors of hepatocyte lipid droplet formation, primary screen, imaging, high-throughput imaging, BODIPY stain. AID 1656, 2009. inhibition, % at 6.5 µM. hit rate 0.4% among 240,000. AML12 mouse hepatocytes, oleate lipid droplets;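 active means lipid droplet intensity inhibited by at least 50%, with more than 500 cells counted; inconclusive means wells with under 300 cells, treated as cytotoxic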
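Test system: AML12 hepatocytes (mouse); reagent: oleate loading, 100 µM; dosing: one dose, 6.5 µM compound; incubation: overnight exposure; signal: fluorescence imaging, 20x objective, two fields per well; read-out basis: % inhibition of corrected integrated BODIPY droplet signal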
Hep lipid drop cells 6.5 µM: second read-out of Hep lipid drop, no call of its own (marks repeat the call); cell count; measured here: cell count, cytotoxicity flag;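 cells counted across two imaged fields per well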
T cell modulator vesicle-bound %: recorded beside T cell modulator, whose call it bears; double positive events, %; measured here: CD8+ vesicle-bound cell fraction;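 binding gate set so that unloaded-vesicle control wells show 10% double positive cells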
NTR1 agonist cell count 20 µM: second read-out of NTR1 agonist, no call of its own (marks repeat the call); cell count; measured here: cell count, cytotoxicity flag
* = called active by the depositor; i = inactive; ? = inconclusive; · = no result given.

SMILES | GPR35 antagonists | GPR55 beta-arrestin | NTR1 agonist | NTR1 agonist cell count 20 µM | MgcRacGAP inhibition | Large T inhibition | T cell modulator | T cell modulator vesicle-bound % | GPR55 antagonists | LYP inhibition | Hep lipid drop | Hep lipid drop cells 6.5 µM
O=C(N/N=C1\CCS(=O)(=O)c2ccc(F)cc21)c1ccc(O)cc1 | 7.1% | -0.1% | -0.4 | 83 | 5.3% | 13.4% | i | 27.8 | -5.7% | -1.6% | -7.4 | 687
COc1ccc(C(=O)/C=C/Nc2ccccn2)c(OC)c1 | 4.4% | 0.3% | 0.4 | 49 | · | 7.3% | i | 42.4 | 3.7% | -3.9% | 17.6 | 770
COc1ccc(NC(=O)C#Cc2ccccc2)cc1 | 2.9% | -0.2% | 1.7 | 44 | 13.9% | 9.8% | i | 62.5 | 6.4% | -7.7% | -21.1 | 775
COC(=O)C[C@H]1c2ccccc2S(=O)(=O)N1c1cccc(OC)c1 | · | · | -2.4 | 100 | 6.2% | 7.4% | i | 26.6 | · | · | · | ·
Cc1ccc(N2C(=O)C3Sc4[nH]c(=O)sc4C(c4ccccc4)C3C2=O)cc1 (centres undefined) | 3.1% | -0.1% | 2.6 | 45 | 7.5% | 6.0% | i | 44.1 | -19.2% | -4.1% | · | ·
C=CCNC(=S)Nc1ccc(N2CCOCC2)c(S(=O)(=O)Nc2ccccc2Cl)c1 | 5.6% | 1.4% | 0.0 | 55 | 9.7% | 10.1% | i | 19.1 | 42.3% | -0.6% | -8.6 | 680
C=CCOc1ccc(CN(C)CC(=O)Nc2ccccc2[N+](=O)[O-])cc1 | 5.7% | 0.8% | 3.0 | 55 | 25.9% | 11.5% | i | 53.1 | -2.7% | -0.7% | 8.8 | 670
O=C(Cn1cncc1-c1ccc([N+](=O)[O-])cc1)Nc1cccc2ccccc12 | 5.5% | -0.2% | · | · | 6.2% | 8.9% | i | 40.8 | -10.4% | 6.9% | -12.3 | 722
CCOc1ccc(N(CC(=O)NC2CCCCC2)C(=O)CSc2nnc(COc3ccccc3)o2)cc1 | 14.6% | -0.1% | 3.5 | 49 | 4.2% | 3.3% | i | 30.5 | 0.0% | -3.3% | -10.4 | 724
O=C(COc1ccc(Cl)cc1Cl)Nc1c(-c2cccs2)nc2ccccn12 | 21.4% | -0.1% | 0.2 | 53 | 10.7% | 25.3% | i | 36.1 | 6.4% | -2.3% | 4.4 | 700
C=CCOc1cccc(NC(=O)c2ccccc2SC)c1 | -16.0% | -0.1% | -1.1 | 101 | 3.8% | -0.5% | i | 56.7 | 7.4% | 0.6% | -0.9 | 696
O=C(NCCC1=CCCCC1)c1cnc2n(c1=O)CCS2 | 21.2% | 0.2% | 0.1 | 61 | 8.6% | 7.5% | · | · | 9.4% | -7.8% | -1.4 | 721
CCOC(=O)Cc1csc(NC(=O)/C=C/c2ccccc2Cl)n1 | 3.6% | -0.1% | 3.0 | 42 | -8.3% | 0.7% | i | 8.4 | -2.9% | 1.9% | 0.5 | 689
COc1cc(C(=O)Nc2nc(-c3ccc(Cl)cc3)c(C)s2)ccc1OCC(=O)Nc1ccc(F)cc1 | -11.1% | -0.2% | 0.5 | 56 | 3.4% | 0.6% | i | 54.2 | 9.5% | -6.3% | -1.3 | 650
Cc1[nH]nc(SCC(=O)Nc2cccc(O)c2)c1[N+](=O)[O-] | -1.6% | 0.0% | 0.0 | 43 | 5.2% | 11.0% | i | 62.3 | 10.5% | -4.4% | 5.0 | 687
Cc1cc([N+](=O)[O-])ccc1NC(=O)Nc1ccccc1F | -4.1% | -0.1% | 0.9 | 87 | 9.2% | 6.1% | i | 56.6 | 11.6% | -7.7% | -6.2 | 643
COC(=O)c1ccccc1S(=O)(=O)Nc1ccc2cn[nH]c2c1 | -2.4% | 0.3% | 1.5 | 54 | 7.6% | 0.1% | i | 58.0 | -13.8% | -3.8% | · | ·
Cc1cc(NS(=O)(=O)c2ccc(Nc3nc(-c4sc(N)nc4C)cs3)cc2)no1 | 1.3% | -0.1% | 0.1 | 41 | ? | ? | i | 24.6 | 10.6% | -3.5% | -8.6 | 743
O=C(c1ccccc1Br)N1CCN(c2ccccn2)CC1 | 11.2% | -0.1% | 0.5 | 96 | 3.6% | 3.2% | i | 58.8 | -7.8% | -4.1% | -4.2 | 846
CCC(C)[C@H](NC(=O)Nc1ccc2c(c1)OCCO2)C(=O)O (some centres undefined) | 4.2% | -0.1% | -0.8 | 44 | 2.1% | 4.5% | i | 45.2 | 20.4% | -2.8% | · | ·
Cc1cc(C)n(CC(=O)NC2CCCCC2)n1 | -10.8% | -0.3% | 2.3 | 72 | 1.4% | 17.4% | i | 17.9 | 4.7% | -14.6% | -2.5 | 685
O=C(OCn1nnc2ccccc2c1=O)c1ccc2c(=O)n3c(nc2c1)CCC3 | -11.2% | -0.2% | -0.5 | 50 | 12.1% | 14.2% | i | 37.4 | -8.1% | 3.3% | · | ·
CCCCc1ccc(NC(=O)CC(C)=O)cc1 | 2.7% | -1.0% | -2.6 | 90 | 0.6% | 6.0% | i | 12.6 | -1.0% | -2.9% | · | ·
O=C(CSc1nnc(CNC(=O)c2cccs2)o1)NCC1CCCO1 (centres undefined) | 1.4% | -0.2% | -2.0 | 107 | 5.6% | -0.7% | i | 56.8 | 5.1% | -6.5% | 11.4 | 656
O=C1c2ccccc2C(=O)N1c1cccc2cccnc12 | -1.4% | 0.1% | 1.2 | 45 | 6.7% | 11.8% | i | 41.2 | 6.9% | -11.3% | -8.7 | 735
CCN(CC)CCN(C(=O)/C=C/c1cccs1)c1nc2ccc(F)cc2s1 | -33.0% | 9.7% | 5.5 | 61 | 9.1% | 5.8% | i | 29.1 | 22.8% | -11.5% | -9.6 | 774
CCNCC(=O)N1c2ccccc2CCc2ccc(NC(=O)OC(C)C)cc21 | -5.3% | 1.9% | 2.5 | 63 | 3.4% | 4.0% | i | 57.0 | -8.3% | -2.1% | -2.7 | 772
O=C(NCc1cccnc1)c1ccc(NC(=O)c2ccc([N+](=O)[O-])cc2)cc1 | -2.9% | -0.2% | -0.7 | 42 | 7.4% | 8.5% | i | 26.9 | 10.5% | 1.6% | -7.3 | 697
Cc1ccc(-c2cn(S(=O)(=O)c3ccc(C)cc3)nc2N)cc1 | 8.2% | 0.6% | 3.7 | 63 | 7.8% | 19.0% | i | 39.7 | -1.4% | -8.1% | 5.9 | 805
O=C(NC1CC(=O)N(c2ccccc2)C1)C1CC1 (centres undefined) | · | · | 0.3 | 47 | 9.5% | 8.5% | i | 25.5 | · | · | · | ·
O=C(CSCC(=O)Nc1nc(-c2ccc3c(c2)OCO3)cs1)Nc1nccs1 | 4.0% | -0.1% | 9.6 | 52 | 1.5% | 0.7% | i | 15.6 | -4.2% | -0.7% | 1.8 | 679
O=C(Nc1ccccc1N1CCCC1)c1ccco1 | -3.3% | -0.1% | -1.8 | 78 | 6.9% | 3.1% | i | 51.0 | -5.6% | -6.1% | · | ·
O=C(c1nc2ccc(Cl)cn2c1CNCCn1ccnc1)N1CCCCCCC1 | 2.5% | -0.1% | 2.1 | 82 | 5.9% | 3.6% | i | 49.9 | 7.1% | -2.2% | 7.9 | 743
O=C(Nc1nccs1)c1ccc(S(=O)(=O)NCC2CCCCC2)cc1 | 0.3% | -0.2% | 3.3 | 47 | 6.5% | 12.5% | i | 43.4 | 5.9% | 9.6% | · | ·
COc1ccccc1-c1c(C)nn2c(C)c(C(C)=O)cnc12 | -13.2% | 0.2% | 2.7 | 55 | 10.2% | 6.7% | i | 11.8 | 7.3% | -3.4% | 7.0 | 719
CCOc1ccc(C(=O)Nc2ccc(N3CCN(C)CC3)cc2)cc1 | 4.1% | 0.1% | -0.7 | 64 | 8.0% | 5.3% | i | 55.7 | -4.0% | -8.0% | -10.6 | 747
COc1ccccc1NC(=O)NCCCCc1ccccc1 | 3.0% | 0.0% | -1.4 | 40 | -1.7% | 13.9% | i | 5.7 | -4.3% | -11.1% | -1.9 | 868
CC(=O)N1C(=O)C2(C(C#N)=C(N)Oc3c2c(C)nn3-c2ccccc2)c2ccccc21 (centres undefined) | -8.3% | -0.2% | 1.2 | 44 | 10.5% | 20.7% | i | 50.9 | 10.6% | -2.7% | · | ·
Cc1csc(Nc2ccc(C(=O)O)cc2)n1 | -2.0% | 0.6% | 1.7 | 55 | 4.0% | 2.0% | i | 26.0 | 10.0% | -8.2% | 8.5 | 749
Cc1cccc(C(C)C)c1NC(=O)C(C)OC(=O)Cn1cnc2c1c(=O)n(C)c(=O)n2C (centres undefined) | · | · | 0.2 | 47 | 5.3% | 7.7% | i | 24.5 | · | · | · | ·
O=C(COC(=O)C(O)c1ccccc1)c1ccc2c(c1)OCCO2 (centres undefined) | -13.7% | -0.3% | 0.7 | 33 | 11.7% | -7.6% | i | 48.0 | 17.4% | -4.8% | -1.1 | 735
OC(COC(c1ccc(F)cc1)c1ccc(F)cc1)CN1CCc2ccccc2C1 (centres undefined) | 23.5% | -0.1% | 1.7 | 37 | 20.1% | -1.0% | i | 49.3 | 5.7% | -7.3% | -14.2 | 711
